Yfh1-depleted yeast – enhancers of respiration in Yfh1-depleted yeast, dose response, Friedreich's ataxia, plus single-dose screen (AID 1465); fold induction at 50 µM; hits with a dose series show EC50 in µM; S. cerevisiae Yfh1-off respiration, WST-1 reduction, 72 h; higher fold induction means a stronger effect; 0.074% of 220,000 active;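 active = fold induction of absorbance versus untreated yeast above a set limit, then at least 30% activation at any dose in follow-up; inconclusive = repeats straddling the limit, or above it without dose testing; inactive = fold induction below the set limit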;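 note: activators that raise dye reduction in frataxin-depleted yeast; strong numbers were not always called active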
SIAH1 antagonists – Siah-1 peptide-binding antagonists, primary screen, biochemical, fluorescence polarization, rhodamine-plectin, uHTS (AID 1817) | displacement, % at 20 µM, or IC50 in µM where a hit was titrated | 0.02% of 290,000 active | Siah-1 / rhodamine-plectin peptide fluorescence polarization; higher % means a stronger effect;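 active = displacement of at least 50% at 20 µM, with a fluorescence ratio check between 0.3 and a set limit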;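 note: plate controls were Siah plus tracer with DMSO for no effect and tracer alone without Siah for full effect; strong numbers were not always called active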
M17LAP inhibition – P. falciparum M17LAP inhibitors, primary screen, biochemical, fluorogenic H-Leu-NHMec substrate, 1536-well (AID 1619); recombinant M17LAP, H-Leu-NHMec fluorogenic kinetic assay; higher % means a stronger effect; one-dose inhibition, % at 30 µM; IC50 in µM for titrated hits; 0.38% of 220,000 active;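 active = compound inhibiting the enzyme by more than half at any dose during confirmatory dose-response retesting; inconclusive = strong single-dose inhibitors picked by rank but not retested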;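 note: plate controls were full reaction with DMSO carrier for no effect and no enzyme background for full effect; strong numbers were not always called active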
XIAP displacement – XIAP antagonists, biochemical, IAP family, fluorescence polarization (AID 1018) | XIAP BIR domain, fluorescence polarization peptide displacement; higher % means a stronger effect | one-dose displacement, % at 20 µM; IC50 in µM for titrated hits | 0.007% of 200,000 active; in the data active = displacement above about 50%; note: a part of the inactive calls stands beside numbers as strong as those of hits
PMI inhibition – human PMI inhibitors, high substrate, primary screen, biochemical, fluorescence intensity, high mannose 6-phosphate (AID 1220); 0.66% of 190,000 active; inhibition, % at 20 µM; hits with a dose series show IC50 in µM; recombinant PMI enzyme, coupled fluorescence intensity; higher % means a stronger effect; in the data active = inhibition above about 50%
Salmonella PhoP GFP – inhibitors of PhoP regulon expression, primary screen, Salmonella Typhimurium, GFP reporter (AID 1863). S. Typhimurium PhoP-regulated promoter GFP reporter, 4 h; higher % means a stronger effect. one-dose inhibition, % at 50 µM; IC50 in µM for titrated hits. 0.16% of 300,000 active;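 active = inhibition over 29.93%, a cutoff 3 SD above the screen mean, later confirmed by dose response; inconclusive = inhibition over 29.93% but no dose response follow-up; inactive = inhibition at most 29.93% or unconfirmed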;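 note: 0% = low Mg2+ inducing control and 100% = high Mg2+ repressing control; strong numbers were not always called active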
West Nile antiviral – West Nile virus antiviral activity, cell-based, CPE readout (AID 1621); one-dose CPE inhibition, % at 10 µM; IC50 in µM for titrated hits; West Nile virus-infected cells, CPE inhibition; higher % means a stronger effect; 0.02% of 290,000 active; in the data active = a potency from the dose series; inconclusive = CPE inhibition mostly from about 3.7% at the one dose, without a potency; inactive = the rest, 99 in 100 with CPE inhibition below about 2.2%; note: strong numbers were not always called active
ER stress rescue – protection against thapsigargin-triggered cell killing – 384-well, CSM14.1, ATP luminescence, primary screen (AID 1222); CSM14.1 thapsigargin-induced death rescue, ATP luminescence; higher % means a stronger effect; one-dose cellular ATP content (survival), % at 20 µM; EC50 in µM for titrated hits; 190,000 tested, under 10 active;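 active = EC50 below 50 µM in the dose-response confirmation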;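 note: death triggered by thapsigargin at about 15 µM added after 2 h compound pretreatment; cell ATP read after overnight thapsigargin exposure of roughly 18 to 22 hours; normalized against plate controls of thapsigargin alone and 5% DMSO vehicle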
P. falciparum M1AAP – malaria alanyl aminopeptidase activity blockers – biochemical, fluorogenic H-Leu-NHMec substrate, 1536-well (AID 1445). 0.42% of 220,000 active. inhibition, % at 30 µM; hits with a dose series show IC50 in µM. recombinant M1AAP, H-Leu-NHMec fluorogenic kinetic assay; higher % means a stronger effect;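 active = primary inhibition above the hit cutoff, then over 50% inhibition at one or more dose response concentrations, cut at about 23% in these data, passing the limit was not always enough; inconclusive = conflicting primary data, or primary hits not chosen for dose response; inactive = low primary inhibition, or under 50% at every dose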;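 note: plate controls were DMSO full reaction for no effect and no enzyme background for full effect; strong numbers were not always called active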
An asterisk follows results filed as active; i = inactive; ? = inconclusive; . = no result given.

SMILES	Yfh1-depleted yeast	SIAH1 antagonists	M17LAP inhibition	XIAP displacement	PMI inhibition	Salmonella PhoP GFP	West Nile antiviral	ER stress rescue	P. falciparum M1AAP
CC(C)Oc1ccc(NC(=O)c2ccncc2)cc1	i	2%	5%	-16%	9%	9%	-1.4%	-2.6%	1%
C[C@H](NC(=O)c1[nH]cnc1C(=O)Nc1ccc(CNC(=O)OC(C)(C)C)cc1)C(=O)OCc1ccccc1	i	-5%	2%	.	.	-1%	0.3%	.	-2%
CCOC(=O)c1cnc(-c2ccccc2)nc1N(C)C	i	1%	-1%	-6.7%	3%	-4%	0.6%	-1.2%	4%
CCN(CC)C(C)C(=O)NCC1(c2ccccc2)CCOCC1 (stereo unspecified)	i	3%	-1%	-11%	6%	9%	0.3%	-2.5%	-1%
COc1ccc(OC)c(-c2cc(C(=O)Nc3c(C)nn(Cc4ccc(Cl)cc4)c3C)no2)c1	.	2%	4%	0.2%	4%	4%	.	3.0%	-3%
COc1cc(C(=O)N2C(=O)c3cccc(N)c3C2=O)cc(OC)c1OC	i	4%	1%	-11%	4%	-2%	0.3%	0.5%	3%
CN(C)C(CNc1ccc([N+](=O)[O-])cc1C#N)c1ccccc1 (stereo unspecified)	i	7%	10%	-6.4%	2%	-2%	-0.9%	-2.0%	16%
CC1=C(C#N)C(=O)NC(C)(C)C1	i	2%	0%	-2.9%	-1%	-2%	0.6%	0.9%	8%
C/C(CCc1ccccc1)=N\NC(=O)C(=O)Nc1cccc(Cl)c1	i	-7%	3%	2.0%	-17%	-12%	1.5%	-0.5%	19%
CC(NC(=O)CNC(=S)N(Cc1cccs1)C1CCCC1)c1ccccc1 (stereo unspecified)	i	4%	-1%	-4.9%	-3%	-10%	-0.7%	3.5%	1%
Cc1ccc(/C=N/NC(=O)c2n[nH]c3c2CCCC3)cc1	i	17%	7%	.	.	-3%	-1.0%	.	6%
Cc1ccccc1N1CC2=C(C1=O)C(c1ccccc1)NC(=O)N2C (stereo unspecified)	i	-1%	-12%	.	.	1%	0.0%	.	4%
O=C(CNCCO)N1CCc2ccccc21	i	2%	-44%	-3.5%	-1%	-5%	0.5%	0.4%	2%
CN(c1cccc(NC(=O)CN(c2cccc(F)c2)S(C)(=O)=O)c1)S(C)(=O)=O	i	4%	-2%	-6.2%	-1%	-3%	0.1%	1.7%	4%
Cc1ccc(-n2cc(CN(C)Cc3nccn3C)c(-c3cccc(C)c3)n2)cc1	i	19%	1%	-2.5%	18%	-1%	-1.5%	11%	6%
Cc1ccccc1CNC(=O)/C=C\C(=O)O	i	-6%	13%	0.2%	-4%	-3%	-0.6%	0.4%	0%
CCCCNC(=O)C1COc2ccccc2O1 (stereo unspecified)	i	1%	-5%	-0.5%	-4%	2%	0.0%	1.2%	2%
CC(=O)N1CCN(c2ccc([N+](=O)[O-])c(-n3nc(C)cc3C)c2)CC1	i	0%	17%	-7.5%	-1%	2%	-0.1%	-1.2%	1%
CCOC(=O)C1(C)NC(c2ccc(OC)cc2OC)C2C(=O)N(c3cccc(OC)c3)C(=O)C21 (stereo unspecified)	i	2%	-2%	-0.9%	14%	-4%	0.1%	0.2%	-7%
Cc1nc(SCC(=O)N2CC(C)OC(C)C2)nc(C)c1C (stereo unspecified)	i	0%	4%	-21%	-5%	-5%	0.9%	0.1%	4%

Random excerpt: 5 entries already listed.
SMILES	Yfh1-depleted yeast	SIAH1 antagonists	M17LAP inhibition	XIAP displacement	PMI inhibition	Salmonella PhoP GFP	West Nile antiviral	ER stress rescue	P. falciparum M1AAP
CN(C)C(CNc1ccc([N+](=O)[O-])cc1C#N)c1ccccc1 (stereo unspecified)	i	7%	10%	-6.4%	2%	-2%	-0.9%	-2.0%	16%
CCOC(=O)c1cnc(-c2ccccc2)nc1N(C)C	i	1%	-1%	-6.7%	3%	-4%	0.6%	-1.2%	4%
C/C(CCc1ccccc1)=N\NC(=O)C(=O)Nc1cccc(Cl)c1	i	-7%	3%	2.0%	-17%	-12%	1.5%	-0.5%	19%
Cc1nc(SCC(=O)N2CC(C)OC(C)C2)nc(C)c1C (stereo unspecified)	i	0%	4%	-21%	-5%	-5%	0.9%	0.1%	4%
CC(C)Oc1ccc(NC(=O)c2ccncc2)cc1	i	2%	5%	-16%	9%	9%	-1.4%	-2.6%	1%

Further compounds follow:
SMILES	Yfh1-depleted yeast	SIAH1 antagonists	M17LAP inhibition	XIAP displacement	PMI inhibition	Salmonella PhoP GFP	West Nile antiviral	ER stress rescue	P. falciparum M1AAP
CC1COC(C)(CC(=O)NN2C(=O)c3ccccc3C2=O)O1 (stereo unspecified)	i	0%	8%	-3.3%	.	1%	0.5%	2.3%	1%
COc1ccc(CCN(C)C(=O)/C=C/c2c(Cl)nc3ccccn23)cc1OC	i	-9%	2%	-7.2%	7%	6%	-0.5%	0.2%	4%
Cc1ccc(-c2csc(NC(=O)C[n+]3cc(-c4ccccc4)n4c3CCC4)n2)cc1	i	2%	8%	.	.	-9%	0.8%	.	2%
C[C@H](NC(=O)CCCn1nnc2ccccc2c1=O)C(=O)O	i	-8%	9%	.	.	-2%	0.8%	.	-9%
Cc1ccc(OCC(=O)NNC(=O)CSc2ncc(C#N)c(N)n2)cc1	i	9%	7%	-1.8%	5%	-6%	0.3%	0.4%	7%
C/C(N)=C(/C#N)C(=O)COC(=O)c1cc(-c2ccc(C)cc2)nc2ccccc12	i	-4%	-12%	-2.9%	19%	4%	0.3%	-0.3%	8%
CCN(CC)S(=O)(=O)c1cc(NC(=O)COC(=O)c2ccc(NC(=O)CC#N)cc2)ccc1C	i	2%	2%	-9.1%	5%	-7%	-0.1%	-1.7%	6%
CCOC(=O)c1ccccc1OCc1cc(/C=N/n2cncn2)ccc1OC	i	1%	-1%	-2.3%	1%	-4%	0.6%	-2.2%	-2%
CSC1=C(C#N)C(=O)NC(c2ccc(Cl)cc2)S1 (stereo unspecified)	i	10%	13%	.	.	-14%	0.2%	.	1%
CCN1CCN(CCCNC(=O)C2c3ccccc3C(=O)N(c3ccc(OC)cc3)C2c2ccc(OC)cc2)CC1 (stereo unspecified)	i	0%	-8%	-12%	6%	2%	-0.1%	-1.4%	-6%
O=C(CN1CCOCC1)n1c2c(c3ccccc31)CCCC2	i	12%	5%	-1.8%	10%	3%	0.1%	-0.1%	4%
Cc1onc(-c2ccccc2)c1C(=O)NC(=S)NNC(=O)c1ccccc1O	i	-5%	10%	-16%	-20%	18%	?	-3.6%	-11%
O=C(Nc1ccc(O)c(C(=O)O)c1)Oc1ccccc1	i	2%	-2%	.	.	-4%	-0.2%	.	13%
Cc1c(C(=O)NCc2ccccc2)cnn1-c1ccccc1	i	1%	-9%	-2.9%	10%	4%	0.2%	-2.4%	15%
COC(=O)c1[nH]c2ccccc2c1NS(=O)(=O)c1ccc(OC)cc1OC	i	6%	7%	-7.4%	12%	10%	-0.1%	-1.4%	1%
COc1c(O)ccc(/C=C(\C#N)c2nc3ccccc3[nH]2)c1[N+](=O)[O-]	i	-10%	15%	-3.6%	40%	-18%	-0.7%	-2.8%	19%
CN1CCN(/N=C/c2cccc(Cl)c2Cl)CC1	i	2%	4%	2.0%	-15%	20%	-0.4%	1.1%	-3%
O=C(NCCCN1CCCCCC1)c1ccc2c(c1)NC(=O)C(N1CCOCC1)S2 (stereo unspecified)	i	-4%	-7%	-2.1%	0%	-11%	0.3%	-1.2%	1%
c1csc(-c2noc(COc3ccc4c(c3)CCCC4)n2)c1	i	2%	17%	-4.7%	3%	-5%	-0.5%	-1.9%	5%
CCOC(=O)C1=C(CC)OC(N)=C(C#N)C1c1ccc(OC)c(C)c1OC (stereo unspecified)	i	-3%	-8%	-4.0%	15%	3%	-1.1%	-2.4%	0%
CCOC(=O)c1cnc2c(c(C)nn2C)c1Oc1cc(Cl)cc(Cl)c1	i	-3%	-7%	.	.	4%	-0.3%	.	-3%
CCOC(=O)C1CCN(C(=O)Cc2c(C(=O)O)n(C)c3ccccc23)CC1	.	3%	22%	-7.3%	5%	-9%	.	-3.5%	1%
CCC(C)C(=O)Nc1c2c(nc3c1CCC3)CCCC2 (stereo unspecified)	i	5%	4%	-3.2%	0%	-9%	0.0%	-2.3%	-1%
Cc1c(C(=O)NCc2n[nH]c(=S)n2-c2ccc(F)cc2)cccc1[N+](=O)[O-]	.	7%	-8%	-3.0%	-3%	9%	.	-0.2%	-5%
COc1cc(/C=N/NS(=O)(=O)c2ccc3ccccc3c2)ccc1OCCN1CCOCC1	i	-1%	0%	-3.5%	6%	9%	-0.3%	-4.4%	7%
O=C(NCCNC(=O)c1ccco1)c1cccc(F)c1	i	2%	1%	-3.9%	5%	5%	0.2%	-1.1%	0%
COc1ccc(-c2nc[nH]c2[N+](=O)[O-])cc1	i	7%	-2%	-3.0%	3%	4%	0.9%	2.7%	2%
N#C/C(=C\c1cccs1)Sc1nc2ccccc2s1	i	-3%	1%	-6.9%	-1%	2%	0.5%	.	5%
CCOC(=O)c1ccc(NC(=O)Oc2ccccc2)cc1	i	0%	0%	-5.2%	-1%	0%	-0.3%	0.4%	-8%
COc1cccc(NC(=O)C2CCCN2C(=O)Nc2cccc(F)c2)c1 (stereo unspecified)	i	-2%	-9%	-9.9%	8%	-3%	0.0%	-2.3%	15%
CN(CCC#N)C(=O)CSc1ncnc2sc(-c3ccccc3)cc12	i	-2%	3%	-1.6%	2%	-1%	0.3%	-2.0%	3%
COc1ccc(NC(=O)C2CC(=O)NC3=C2C(=O)CC(C)(C)C3)cc1 (stereo unspecified)	i	1%	13%	-5.9%	3%	6%	0.2%	1.1%	-1%
Cc1ccc2cc(CN(Cc3ccccc3)Cc3nnnn3C3CCCC3)c(=O)[nH]c2c1	i	5%	-10%	-6.0%	5%	-5%	0.4%	.	6%
c1ccc(-c2csc(-c3cccnc3)n2)cc1	i	7%	10%	-5.0%	2%	2%	-0.8%	-0.1%	3%
CC(Sc1nc2ccccc2s1)C(=O)Nc1nnc(C(C)C)s1 (stereo unspecified)	i	-5%	2.8µM*	-6.7%	-2%	1%	-0.1%	-0.8%	0%
CC(=O)Nc1nc2nc(-c3ccccc3)cc(-c3ccccc3)n2n1	i	3%	-16%	-9.7%	-4%	34%	0.1%	-2.7%	-4%
